STK33 kinase inh: inhibitors of human STK33 kinase | AID 2661 | inhibition, % at 10 µM | purified STK33, MBP phosphorylation, ADP-Glo luminescence | hit rate 0.073% among 320,000;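 active = inhibition at or above 25%, using the most active replicate where run in duplicate; inactive = inhibition below 25%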
Target sequence (Q9BYT3 whole entry, looked up): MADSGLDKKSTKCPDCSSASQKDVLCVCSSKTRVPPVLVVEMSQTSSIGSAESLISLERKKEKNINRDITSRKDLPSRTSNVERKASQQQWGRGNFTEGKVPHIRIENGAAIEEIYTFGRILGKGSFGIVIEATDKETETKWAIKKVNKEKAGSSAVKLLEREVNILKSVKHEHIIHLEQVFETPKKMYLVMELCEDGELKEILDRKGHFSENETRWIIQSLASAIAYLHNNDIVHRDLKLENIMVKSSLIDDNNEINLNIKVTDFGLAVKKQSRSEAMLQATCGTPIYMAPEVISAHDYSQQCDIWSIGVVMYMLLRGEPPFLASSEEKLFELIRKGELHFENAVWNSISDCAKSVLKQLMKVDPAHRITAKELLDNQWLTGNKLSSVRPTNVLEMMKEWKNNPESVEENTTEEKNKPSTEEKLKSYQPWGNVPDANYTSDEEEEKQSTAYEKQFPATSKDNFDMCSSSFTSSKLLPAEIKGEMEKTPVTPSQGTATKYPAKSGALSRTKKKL
OX1R antag: antagonists of human orexin 1 receptor (OX1R). O43613. OX1R-expressing cells, FRET antagonist read-out. inhibition, % at 6.6 µM. hit rate 1.8% among 330,000; in the data active = inhibition mostly above about 38%, no sharp cut-off; inactive = mostly below about 40%;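 note: 0% = agonist challenge alone and 100% = reference antagonist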
Target sequence (O43613 whole entry, looked up): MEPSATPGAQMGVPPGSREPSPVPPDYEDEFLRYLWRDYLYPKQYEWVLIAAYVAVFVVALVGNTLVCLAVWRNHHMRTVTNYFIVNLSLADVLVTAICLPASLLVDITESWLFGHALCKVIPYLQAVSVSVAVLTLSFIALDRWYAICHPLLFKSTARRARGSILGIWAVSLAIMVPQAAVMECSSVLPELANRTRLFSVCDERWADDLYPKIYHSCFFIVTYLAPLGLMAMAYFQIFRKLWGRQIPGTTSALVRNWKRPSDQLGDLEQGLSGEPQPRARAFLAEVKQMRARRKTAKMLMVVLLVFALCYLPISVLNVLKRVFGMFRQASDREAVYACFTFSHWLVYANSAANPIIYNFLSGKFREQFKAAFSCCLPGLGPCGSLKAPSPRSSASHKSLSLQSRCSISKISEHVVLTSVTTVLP
KCNQ2 inh: KCNQ2 potassium channel inhibitors, primary screen, cell-based, CHO-K1, FluxOR thallium flux, B-score (AID 2156). O88943. 20 min; active compounds read low. B-score at 10 µM. hit rate 1.1% among 310,000;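 active = fluorescence ratio B-score at most minus 3 library SDs, with starting brightness B-score within 2 library SDs, cut at about -5.5 in these data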
Numbers without * were called inactive; i = inactive; · = not tested or not shown. Rows were taken by chance; overall some 2.7% were active at least once.

Results follow in this order: STK33 kinase inh	OX1R antag	KCNQ2 inh
O=C(N/N=C/c1ccc(O)cc1)c1[nH]c2ccc(Br)cc2c1-c1ccccc1
    -1.2	7.5	i
CC(C)(C)Nc1nc(C(N)=O)nc(N2CCOCC2)n1
    0.6	9.6	i
COc1cc(/C=N/NC(=O)COc2ccc(C)cc2)ccc1OC(=O)c1cccs1
    3.8	10.9	i
COCc1cc(=O)[nH]c2cc(NC(=O)C3CC3)c(C)cc12
    -0.2	7.7	i
Cn1c(N)c(S(=O)(=O)N2CCN(c3ccccc3Cl)CC2)c(=O)n(C)c1=O
    2.1	20.6	i
CC(=O)c1c(C)[nH]c(C(=O)COc2cc(C)cc(C)c2)c1C
    -0.3	24.4	i
O=C(Cn1nnc(N2CCCC2)n1)N/N=C/c1ccc(Cl)cc1
    -1.1	6.6	i
C/C(=N\Nc1ccc(C)c(Cl)c1)c1cccnc1
    -1.3	13.9	i
c1ccc2c(c1)nnn2Cc1nnc2sc(-c3ccc4c(c3)OCCO4)nn12
    -1.7	2.3	i
Cc1ccc(NC(=O)C2CCC(CNC(=O)[C@@H]3Cc4ccccc4CN3)CC2)c(C)c1 (stereo not given in full)
    0.2	8.5	i
c1ccc(CNc2nc(N3CCN(Cc4ccccc4)CC3)nc3ccccc23)cc1
    1.5	12.5	i
O=S(=O)(c1ccc(Br)cc1)N1CCCc2ccccc21
    -0.4	24.7	i
O=C(N/N=C(\c1ccccc1)c1cccnc1)c1cccc(F)c1
    -1.0	24.5	i
Cn1c(=O)c2cn(Cc3ccc(Cl)cc3)cc2n(C)c1=O
    2.1	14.9	i
COc1ccc2c(c1)c(=O)c(C(=O)O)c(-c1ccc3c(c1)OCO3)n2C
    -3.5	17.2	i
COc1ccc(CNC(=O)CSc2ncnc3nc[nH]c23)cc1
    -0.6	9.3	i
COCCn1c(COc2ccc(Cl)cc2)nnc1SCC(N)=O
    -1.5	9.3	i
Cc1cc(C(=O)NC(C)C2CCCO2)no1 (stereo not given)
    0.1	1.8	i
c1ccc(CN2CCCC3(CCCN(Cc4nc(COc5ccccc5)no4)C3)C2)cc1 (stereo not given)
    -1.3	5.3	i
COc1ccc(CCNC(=O)c2cc(C(=O)c3cc(Cl)ccc3O)cn(CCc3ccc(OC)cc3)c2=O)cc1
    -1.1	5.0	i
CCN(CC)S(=O)(=O)c1ccc2c(c1)c(=O)c(C(=O)NCCOC)cn2C
    -1.1	4.5	i
CCNc1nc(NC(C)C)nc(NS(=O)(=O)c2ccc(Cl)cc2)n1
    0.2	5.0	i
COc1ccc(Cl)cc1C(=O)NNC(=S)NC1CCCCC1
    0.1	0.0	i
O=C(CCC(=O)N1CCN(S(=O)(=O)c2ccc3ccccc3c2)CC1)Nc1cc(Cl)cc(Cl)c1
    -0.1	1.2	i
Cc1coc(C)c1C(=O)CC1(O)C(=O)N(CCc2ccccc2)c2ccccc21 (stereo not given)
    -0.1	5.2	i
O=C(Nc1ccc([N+](=O)[O-])cc1)N1CCCCCC1
    0.4	26.0	i
CCOC(=O)C1=C(N)N(c2ccc(N3CCCCC3)cc2)C(=O)C1
    1.5	30.9	i
Cc1ccc2[nH]c(C)c(CC(=O)O)c2c1
    -0.6	3.3	i
CCOc1cccc(-c2nn3c(-c4ccccn4)nnc3s2)c1
    -0.1	13.6	i
CCN(CC)CCNC(=O)c1cn(CC)c2ccc(S(=O)(=O)N(C)C3CCCCC3)cc2c1=O
    1.1	8.9	i
CC(C)(C)NS(=O)(=O)c1ccc(C(=O)Nc2ccc3c(c2)OCO3)cc1
    -0.6	27.7	i
Cc1ccc(C)c(-n2c(SCC(N)=O)nnc2-c2ccccn2)c1
    0.1	38.5	i
CC(=O)N1CCN(C(=O)c2ccc3c(c2)S(=O)(=O)c2ccccc2C3=O)CC1
    -2.2	69.2*	i
Cc1cc(/C=C2\SC(=O)N(C)C2=O)c(C)n1-c1ccc(S(N)(=O)=O)cc1
    0.2	6.4	i
COc1cccc(C2C3(C#N)C(N)=NC(OC)(OC)C23C#N)c1 (stereo not given)
    -3.0	10.2	i
CCOc1cc(C=O)ccc1OCC(N)=O
    -1.3	13.3	i
CCC(C)[C@H](NC(=O)C1CC(=O)N(c2ccc3c(c2)OCCO3)C1)C(=O)N1CCCCC1 (stereo not given in full)
    -0.7	-1.2	i
COc1cc(C(=O)Oc2c(CN3CCOCC3)cc(Cl)c3cccnc23)cc(OC)c1OC
    -1.7	1.4	i
CN(CCCC(=O)Nc1ccc(OC(F)F)cc1)S(=O)(=O)c1ccc(F)cc1
    -0.9	28.4	i
O=C(Nc1ccccc1C(=O)N1CCOCC1)c1ccncc1
    0.3	3.7	i
Oc1ccc(Br)cc1-c1ccnn1-c1ccccc1
    4.8	17.4	i
COc1ccccc1NC(=O)CNC(=O)c1ccc(F)cc1
    1.8	10.7	i
Cc1ccc(CNC(=O)COC(=O)c2ccc(Br)o2)cc1
    0.4	4.8	·
CCCCN(C)C(=O)CSc1nc(NCc2ccc(OC)cc2)c2ccccc2n1
    -1.7	-5.5	i
CC(C)CNS(=O)(=O)c1ccc(CCC(=O)NCc2ccncc2)cc1
    1.2	13.5	i
COc1ccc(NC(C(=O)Nc2cccc(C(C)=O)c2)c2ccccc2)cc1 (stereo not given)
    -2.0	16.4	i
CCOC(=O)c1[nH]c(C)c(C(=O)OCC(=O)N(Cc2ccccc2)C(C)C)c1C
    0.6	10.5	·
COC(=O)c1cc(OC)ccc1-c1ccc(OC)cc1
    -0.7	9.2	i
CCS(=O)(=O)c1ccc(C(=O)NC2CC2)c(Cl)c1Cl
    0.5	5.1	i
Cc1cccc(C2c3[nH]c4ccccc4c3CCN2C(=O)Cc2nc(-c3ccccc3)n[nH]2)n1 (stereo not given)
    -0.8	10.2	i
c1ccc(CN2C3=NCCCN3c3ccccc32)cc1
    0.5	2.4	i
CC(C)C(=O)Nc1cccc(NC(=S)NC(=O)C(c2ccccc2)c2ccccc2)c1
    -0.1	16.8	i
Cc1ccsc1C(=O)OCC(=O)N1CCN(C(=O)c2ccco2)CC1
    -2.2	-0.2	i
COc1cccc(C2=NOC(C(=O)NCc3ccccc3)C2)c1 (stereo not given)
    -0.6	8.6	i
O=C1CCCC(=O)N1c1ccc(N2CCN(c3ccccc3)CC2)c([N+](=O)[O-])c1
    0.1	26.9	i
CC(C)CCn1c(-c2nonc2N)nc2ccccc21
    1.3	24.0	i
Cn1c(SCc2ccc(F)cc2)nnc1-c1cccs1
    -0.6	18.8	i
COc1ccc(NC(=O)COC(=O)CNS(=O)(=O)/C=C/c2ccccc2)cc1OC
    -0.9	0.6	·
COc1ccc(OC)c2[nH]c(=O)c(CCNC(=O)c3ccc4c(c3)OCO4)cc12
    0.4	41.5	i
CC1=C(C(N)=O)C(c2ccccc2F)n2nc(CCCO)nc2N1 (stereo not given)
    -1.5	3.1	i

The results go on.
Results follow in this order: STK33 kinase inh	OX1R antag	KCNQ2 inh
CC(=O)C(=Cc1ccc(C(=O)O)cc1)C(C)=O
    -0.6	2.0	i
CCCCCOC(=O)C1=C(C)NC(=O)NC1c1ccc(N(C)C)cc1 (stereo not given)
    -1.7	-0.4	i
COc1ccc(C)cc1NC(=O)C1CCCN1S(=O)(=O)c1ccc2c(c1)CCC(=O)N2 (stereo not given)
    -1.3	23.0	·
O=C(OCC1CCNCC1)c1ccc2c(c1)OCO2
    -0.7	·	i
OC(COc1ccc2c(c1)OCO2)CN1CCN(c2ccccc2)CC1 (stereo not given)
    -1.6	12.4	i
O=C(Cc1ccc(F)cc1)N/N=C/c1ccc2c(c1)OCO2
    ·	18.7	i
CC(NC(=O)c1ccccc1)C(=O)OCn1nnc2ccccc2c1=O (stereo not given)
    0.3	12.5	·
COc1ccc(CNC(=O)CN(C(=O)CCC(=O)Nc2ccccn2)c2ccc(C)cc2)cc1
    0.2	11.2	i
COc1cc(/C=N/NC(=O)CN(Cc2ccccc2)S(=O)(=O)c2ccc3c(c2)OCCO3)ccc1O
    -0.7	17.4	i
CN(C(=O)COC(=O)c1ccc(S(=O)(=O)N2CCCC2)cc1)c1ccccc1
    0.0	29.0	i
O=C(NCc1ccco1)c1nn2cccnc2c1Cl
    -1.3	11.9	i
O=C(O)c1ccc2c(c1Sc1ccccc1)C(=O)c1ccccc1C2=O
    5.9	7.4	i
CC(C)[C@H](NC(=O)c1ccccc1)C(=O)NC1=NCCS1
    -0.1	8.8	·
COc1ccc(CC(=O)NCCc2cnc[nH]2)cc1
    -5.4	-3.1	i
COc1ccc(C(C)C)cc1S(=O)(=O)N1CC(C)OC(C)C1 (stereo not given)
    -1.9	5.7	i
OC(CNC1CCCCCC1)COc1cccc2ccccc12 (stereo not given)
    -1.6	6.6	i
Cn1c(C(=O)O)c(CC(=O)N2CCC(Cc3ccccc3)CC2)c2ccccc21
    -1.4	2.6	i
COc1ccc(NC(=O)CCNC(=O)N2CC(=O)Nc3ccccc32)c(OC)c1
    0.0	9.8	i
COc1ccc(C(=O)OCC(=O)Nc2ccc(F)c(F)c2)cc1OC
    0.2	41.2	i
COCCN(C(=O)COC(=O)C1=COCCO1)c1c(N)n(Cc2ccccc2)c(=O)[nH]c1=O
    -2.6	27.5	i
NC(=O)c1cccc(S(=O)(=O)N2CC(c3ccccc3)CC2=O)c1 (stereo not given)
    -0.7	5.1	i
CCC(c1nnnn1Cc1ccccc1)N1CCN(c2ccc(OC)cc2)CC1 (stereo not given)
    -1.1	1.7	i
CC(C)Nc1nc2cccnc2s1
    -2.3	12.8	i
Cc1occc1C(=O)Nc1nn[nH]n1
    -0.8	1.7	i
CCC(C)[C@H](NC(=O)N1CCn2c1nc1ccccc12)C(=O)NCC1CCCO1 (stereo not given in full)
    2.2	11.1	i
Cc1ccc(S(=O)(=O)N2CCOCC2)cc1NC(=O)CNCc1ccccn1
    -0.9	3.2	i
COc1ccc(S(=O)(=O)N(C)c2ccc(C(=O)N3CCN(C)CC3)cc2)cc1
    0.3	5.7	i
O=C(COC(=O)CCN1C(=O)/C(=C\C=C\c2ccccc2)SC1=S)Nc1ccc(Br)cc1
    -1.2	20.8	i
Cn1c(=O)c2c(nc(-n3ccnc3)n2Cc2ccc(Cl)cc2Cl)n(C)c1=O
    -0.3	10.4	i
CCCCn1nc(CC(=O)O)c2ccccc2c1=O
    -0.7	4.4	i

4 compounds from above, ordered by their value in OX1R antag, largest number first.
Results follow in this order: STK33 kinase inh	OX1R antag	KCNQ2 inh
COc1cc(/C=N/NC(=O)CN(Cc2ccccc2)S(=O)(=O)c2ccc3c(c2)OCCO3)ccc1O
    -0.7	17.4	i
OC(CNC1CCCCCC1)COc1cccc2ccccc12 (stereo not given)
    -1.6	6.6	i
CCN(CC)S(=O)(=O)c1ccc2c(c1)c(=O)c(C(=O)NCCOC)cn2C
    -1.1	4.5	i
Cc1ccsc1C(=O)OCC(=O)N1CCN(C(=O)c2ccco2)CC1
    -2.2	-0.2	i

More records.
Results follow in this order: STK33 kinase inh	OX1R antag	KCNQ2 inh
COc1nc(C#N)c(N2CCOCC2)o1
    -0.5	9.5	i
Cc1ccc(OCCNC(=O)c2cc(C3CC3)nc3c2cnn3C(C)C)cc1
    -0.3	1.7	·
COc1cc(SC)ccc1C(=O)OCc1nc2ccsc2c(=O)[nH]1
    -1.0	39.1	i
CCCCCCOc1ccc(OCC(O)CN2C(=O)NC(C)(C)C2=O)cc1 (stereo not given)
    0.5	1.7	i
CC(CCC(=O)O)C1CCC2C3C(O)CC4CC(O)CCC4(C)C3CC(O)C12C (stereo not given)
    -1.7	16.4	i
CCOc1ccc(NC(=O)c2ccc(Cl)c(NC(=O)c3ccco3)c2)cc1
    -0.9	5.1	i
COc1ccccc1N(CC(=O)NC1CCCCC1)C(=O)CNC(=O)c1cccs1
    0.8	14.5	i
CC1CCCCC12NC(=O)N(Cn1nnc3ccccc3c1=O)C2=O (stereo not given)
    -1.2	22.4	i
CC(C)c1nc(SCC(=O)NC2CCCC2)c2c(=O)n(C)c(=O)n(C)c2n1
    -0.5	4.6	i
O=C(CCl)N1CCN(S(=O)(=O)Cc2ccccc2)CC1
    11.9	2.2	·
COc1cc(/C=C2\SC(=S)N(NC(=O)c3ccncc3)C2=O)ccc1O
    0.1	44.9	i
C=CCn1c(Cc2cccs2)nnc1SCC(=O)NC1CC1
    -4.1	-0.2	i
O=C(CCN1CCN(Cc2ccccc2)CC1)Nc1cccc(Br)c1
    1.0	16.1	i
COC(=O)CNC(=O)c1cccs1
    -1.7	22.4	i
CC1(C)Cc2cccc(OCC(=O)NCc3cccs3)c2O1
    ·	7.4	i
N#CN1CCC(NS(=O)(=O)c2ccc(C(F)(F)F)cc2)CC1
    0.2	4.6	·
O=C(NC1CCCCC1)c1ccc(Cn2cc(Br)cn2)o1
    -0.1	21.1	i
CCOC(=O)c1cc(C#N)c(SCC(N)=O)[nH]c1=O
    0.6	15.3	i
CCCNC(=O)c1cc(SC)ccc1Cl
    -0.3	4.8	i
CC(NC(=O)c1sc2ccccc2c1Cl)C1CCCO1 (stereo not given)
    -0.2	5.0	i
Cc1ccc(C)c(NC(=O)CN(C)S(=O)(=O)c2ccc(F)cc2)c1
    0.3	23.9	i
O=C(NNC(=O)c1cc(OCC(F)(F)F)ccc1OCC(F)(F)F)c1ccc(Cl)c(Cl)c1
    9.8	17.4	i
O=C(COc1cccnc1[N+](=O)[O-])Nc1ccc2c(c1)OC(F)(F)O2
    0.3	15.3	i
CCOC(=O)c1ccc(NC(=O)C(=O)NCC2CCCO2)cc1 (stereo not given)
    9.1	13.1	i
